Source: PubChem BioAssay (The Scripps Research Institute Molecular Screening Center)
GSTO1 inh – GSTO1 inhibition, counter-screen for RBBP9 inhibitors | P78417 | recombinant GSTO1, activity-based probe fluorescence polarization | inhibition, % at 5.96 µM | 1.1% of 300,000 active | AID 1974;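 active = inhibition above the campaign mean inhibition plus 3 SD, cut at about 35% in these data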;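 note: 0% = GSTO1-1 with DMSO and 100% = wells lacking GSTO1-1 enzyme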
LYPLA1 counter – blocks human lysophospholipase 1, a PME1 counter-screen; O75608; recombinant LYPLA1, FP-Rh probe fluorescence polarization; inhibition, % at 5.9 µM; 0.16% of 320,000 active; AID 2174;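 active = inhibition above the mean of all tested compounds plus 3 SD, set per campaign, cut at about 14% in these data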;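 note: inhibitors block serine hydrolase probe labeling of LYPLA1 so polarization falls; 0% = enzyme with DMSO and 100% = wells lacking LYPLA1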
LYPLA2 counter – counter-screen for PME1 inhibitors: inhibitors of human LYPLA2; O95372; recombinant LYPLA2, FP-Rh probe fluorescence polarization; inhibition, % at 5.9 µM; 0.38% of 320,000 active; AID 2177;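 active = inhibition above the screen-wide mean plus 3 SD, limit set per campaign, cut at about 26% in these data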;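 note: 0% = LYPLA2 with DMSO and 100% = wells lacking LYPLA2 enzyme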
Target sequence (O95372 whole entry, looked up): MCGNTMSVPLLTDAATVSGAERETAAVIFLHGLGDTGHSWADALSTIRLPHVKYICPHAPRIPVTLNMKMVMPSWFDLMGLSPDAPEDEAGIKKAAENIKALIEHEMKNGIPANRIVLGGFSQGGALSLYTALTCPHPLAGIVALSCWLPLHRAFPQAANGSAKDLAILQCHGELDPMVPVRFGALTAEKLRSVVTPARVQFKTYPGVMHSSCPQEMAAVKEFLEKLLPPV
PAFAH2 FP inh – PAFAH2 (human) inhibition | 0.99% of 340,000 active | Q99487 | AID 492956 | recombinant PAFAH2, FP-rhodamine activity probe, fluorescence polarization | inhibition, % at 3.39 µM;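 active = inhibition above the mean over all tested compounds plus 3 SD, cut at about 30% in these data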;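 note: inhibitors block probe labeling of enzyme so polarization drops; 0% = enzyme with DMSO and 100% = wells lacking PAFAH2 protein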
PAFAH1B2 inh – blocks human PAF acetylhydrolase 1b catalytic subunit 2; recombinant PAFAH1B2, FP-rhodamine activity probe, fluorescence polarization; inhibition, % at 3.39 µM; 1.2% of 340,000 active; AID 492953;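 active = inhibition above the mean of all tested compounds plus 3 SD, cut at about 24% in these data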;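 note: 0% = enzyme with DMSO and 100% = wells lacking PAFAH1B2; many of its hits are not listed in these tables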
Target sequence (P68402 whole entry, looked up): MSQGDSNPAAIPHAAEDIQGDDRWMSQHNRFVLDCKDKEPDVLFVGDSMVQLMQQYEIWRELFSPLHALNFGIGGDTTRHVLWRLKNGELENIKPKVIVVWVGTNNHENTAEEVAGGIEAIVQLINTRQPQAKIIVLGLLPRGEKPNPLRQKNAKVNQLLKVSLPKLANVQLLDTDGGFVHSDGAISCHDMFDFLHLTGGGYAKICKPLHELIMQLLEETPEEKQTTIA
PAD4 inh – PAD4 (human) enzyme inhibition; Q9UM07; recombinant PAD4, RCA probe fluorescence polarization; inhibition, % at 6.36 µM; 0.41% of 330,000 active; AID 485272;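 active = percent inhibition above a cutoff equal to the mean of all tested compounds plus 3 SD, cut at about 15% in these data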;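 note: 0% = PAD4 with RCA probe and DMSO and 100% = probe without PAD4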
PREPL inh – inhibits the human prolyl oligopeptidase-like enzyme. Q4J6C6. recombinant PREPL, fluorescence polarization activity-based probe. inhibition, % at 5.96 µM. 0.68% of 320,000 active. AID 2751; in the data active = inhibition above about 43%;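 note: 0% = enzyme with DMSO and 100% = wells lacking enzyme; many of its hits are not listed in these tables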
pPAFAH inh – pPAFAH (human) enzyme inhibition | recombinant pPAFAH, FP-rhodamine probe fluorescence polarization | 1.5% of 330,000 active | Q13093 | inhibition, % at 3.39 µM | AID 463082;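 active = inhibition above the mean inhibition across the screen plus 3 SD, cut at about 25% in these data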;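 note: inhibitors block binding of the rhodamine activity-based probe so polarization drops; 0% = enzyme with DMSO and 100% = wells lacking pPAFAH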
Target sequence (Q13093 whole entry, looked up): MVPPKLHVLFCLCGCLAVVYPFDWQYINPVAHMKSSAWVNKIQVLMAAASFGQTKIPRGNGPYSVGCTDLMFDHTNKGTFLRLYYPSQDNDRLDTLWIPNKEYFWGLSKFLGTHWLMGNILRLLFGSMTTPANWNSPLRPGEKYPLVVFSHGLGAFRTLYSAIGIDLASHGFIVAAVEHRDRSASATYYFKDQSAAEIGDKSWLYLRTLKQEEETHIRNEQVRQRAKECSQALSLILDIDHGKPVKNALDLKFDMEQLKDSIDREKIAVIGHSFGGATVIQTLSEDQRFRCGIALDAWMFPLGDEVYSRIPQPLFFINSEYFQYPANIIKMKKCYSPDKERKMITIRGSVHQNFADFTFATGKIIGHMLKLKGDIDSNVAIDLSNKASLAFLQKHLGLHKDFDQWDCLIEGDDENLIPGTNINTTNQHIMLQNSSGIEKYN
PAFAH1B3 inh – PAFAH1B3 (human) inhibition. Q15102. recombinant PAFAH1B3, FP-rhodamine probe, fluorescence polarization. inhibition, % at 3.39 µM. 0.28% of 340,000 active. AID 492972;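 active = inhibition above the screen-wide average of all tested compounds plus 3 SD, cut at about 25% in these data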;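 note: 0% = enzyme with DMSO only and 100% = wells lacking PAFAH1B3 protein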
An asterisk follows results filed as active; nt = not tested or not shown. Not all compounds are listed; rates above refer to the full screens.

SMILES | GSTO1 inh | LYPLA1 counter | LYPLA2 counter | PAFAH2 FP inh | PAFAH1B2 inh | PAD4 inh | PREPL inh | pPAFAH inh | PAFAH1B3 inh
CCOC(=O)C1=C(CNCc2ccc(C)cc2)NC(=O)NC1c1ccc(OC)cc1 (stereo unspecified) | -1 | -2 | 1 | -2 | 4 | -4 | 0 | 1 | 5
Cc1oc(-c2cccs2)nc1CN1CCN(CCC(C)C)C(CCO)C1 (stereo unspecified) | -2 | -7 | 2 | 5 | 2 | 0 | 12 | 5 | 7
O=C1CC(N2CCN(c3ccccc3O)CC2)C(=O)N1Cc1ccccc1 (stereo unspecified) | -9 | 0 | -1 | 1 | 1 | -2 | -12 | 0 | 0
Cc1ccc(-c2csc(=S)n2CC(=O)OCC(=O)NCc2ccco2)cc1 | -2 | -1 | 1 | 6 | 1 | 1 | -28 | -5 | 2
CCn1nc(C)c(CN2CCN(Cc3ccsc3)C(CCO)C2)c1C (stereo unspecified) | 4 | 5 | 10 | -2 | -3 | 3 | 4 | 4 | 4
COc1ccc(C(=O)OCC(=O)c2c(N)n(C)c(=O)n(C)c2=O)c(OC)c1OC | nt | nt | nt | 4 | 5 | -2 | -5 | -4 | 26*
Cc1ccc(N=C2SC(C(=O)O)CC(=O)N2C)cc1C (stereo unspecified) | 4 | -2 | -1 | 1 | 8 | -3 | 13 | 1 | 5
O=C(NC(=S)Nc1ccc(O)cc1)c1ccccc1Cl | 7 | 4 | 8 | -2 | -3 | 1 | -2 | -2 | -1
O=C1CCC(C(=O)OCC(=O)C23CC4CC(CC(C4)C2)C3)N1 (stereo unspecified) | 0 | -2 | -1 | 1 | 3 | -5 | 7 | -1 | -1
O=C(NC(=S)NNC(=O)c1ccccc1F)c1cccnc1 | 28 | 1 | 0 | nt | nt | 0 | 6 | 6 | nt
CCOC(=O)[C@H]1[C@H]2COc3ccc(OC)cc3[C@@H]2N2C(=O)c3ccc(F)cc3NC(=O)[C@@]12C | 9 | -3 | -8 | -6 | 1 | -8 | 0 | -9 | 1
COc1ccccc1C(=O)NNC(=S)NC(=O)c1cc(OC)c(OC)c(OC)c1 | 5 | 0 | 7 | -4 | 4 | 2 | 2 | -2 | 4
CC1(C)Cc2c(sc3c2c(=O)n(-c2ccc(Cl)cc2)c(=O)n3CC(N)=O)CO1 | 7 | -1 | -3 | 0 | 1 | 2 | -5 | -1 | 3
N#CCc1ccc(NC(=O)c2cc(S(=O)(=O)N3CCOCC3)ccc2Cl)cc1 | 2 | -4 | 10 | -8 | 4 | -8 | 3 | 1 | 1
Cc1ccc(-c2nc3ncccc3o2)cc1N | -2 | -4 | 2 | 4 | 7 | -4 | -4 | 7 | 7
O=Nc1c(-c2ccccc2)cc2ccccn12 | 7 | 6 | 0 | 10 | 7 | 6 | 4 | 0 | 5
Cc1nc2ccccc2c2nc(N)nn12 | 7 | 1 | 7 | 2 | 2 | 0 | 0 | 1 | 5
CN(Cc1ccccc1)S(=O)(=O)c1ccc(NC(=S)NC(=O)C2CCCCC2)cc1 | -11 | -10 | -21 | -12 | -9 | -1 | -8 | -13 | -11
Cc1cc(C)cc(-n2ncc3c2CCCC3NC(=O)C2(C(N)=O)CC2)c1 (stereo unspecified) | 4 | -5 | -6 | 0 | 2 | -4 | 10 | 2 | 5
CC(C)OC(=O)CSc1ncnc2c1cnn2Cc1ccccc1 | -23 | -2 | 3 | 2 | -1 | -2 | 3 | 8 | 4
CCN(CC)C(=O)CSc1nc(O)cc(=O)n1CC | 3 | 1 | -3 | 1 | 3 | 3 | 3 | 5 | 7
O=C(CSc1nc(=O)n(CCCN2CCOCC2)c2c1CCCC2)Nc1cccc(F)c1 | -5 | -1 | -3 | -6 | 4 | 1 | 9 | 5 | 11
Cc1ccc(-n2nnnc2-c2cccnc2)cc1 | 6 | 5 | 6 | 2 | 8 | -3 | 20 | 3 | 8
CCN1CCN(C2=C(NS(=O)(=O)c3ccc(NC(C)=O)cc3)C(=O)c3ccccc3C2=O)CC1 | 50* | 6 | 4 | 4 | 12 | -6 | 13 | 2 | 18
COc1ccc(Nc2nc(C)cc(C)c2C(N)=O)cc1 | 2 | -2 | 1 | 4 | 4 | -5 | -2 | 1 | 4
Cc1ccc(N(C(=O)c2csnn2)C(C(=O)NCc2ccccc2)c2cccnc2)cc1 (stereo unspecified) | 3 | 13 | 11 | 7 | 2 | 4 | 16 | 1 | 9
Cc1ccnc2nc(C(=O)NC3CCCc4ccccc43)nn12 (stereo unspecified) | 2 | -4 | 3 | 0 | 4 | -6 | 7 | 0 | 0
COc1ccc([N+](=O)[O-])cc1NCc1cccc([N+](=O)[O-])c1 | -1 | -1 | 9 | -10 | 0 | 0 | 35 | 6 | 0
Cc1ccccc1N1CCN(CC(=O)Nc2ccccc2C(=O)NC2CC2)CC1 | nt | 1 | 2 | 3 | 4 | -5 | -1 | -3 | 5
O=C(c1ccco1)N1CCN(Cc2nnnn2CCc2ccccc2)CC1 | -2 | -1 | -4 | 2 | 1 | 4 | -4 | -1 | 4
COc1cc(SC)ccc1C(=O)Nc1ccc2c(c1)CCC2 | -4 | -8 | -4 | 2 | 0 | 0 | 3 | 0 | 3
Cc1ccccc1CC(=O)N1CCN(S(=O)(=O)c2cccs2)CC1 | 1 | -2 | 1 | 0 | -2 | 4 | 12 | 9 | 9
CC1=C(C(=O)OC(C)C)C(c2ccccc2Cl)CC(=O)N1 (stereo unspecified) | 2 | -1 | -2 | 3 | -2 | 4 | 6 | 5 | 2
Cc1sc(NC(=O)CCl)c(C(=O)c2ccccc2)c1C | 74* | -3 | 3 | 1 | 8 | 0 | -3 | 13 | 3
COc1ccc(C(=O)Cn2c(=O)c(CCC(=O)O)nn3c4ccccc4nc23)cc1OC | 5 | -1 | 5 | -3 | -1 | 1 | 17 | -3 | -2
Brc1ccc(-c2nnc3ccc(Nc4ccccc4)nn23)cc1 | -3 | -1 | -2 | nt | nt | 2 | 3 | -6 | nt

Part of the list above, as tab-separated lines.
Compound	GSTO1 inh	LYPLA1 counter	LYPLA2 counter	PAFAH2 FP inh	PAFAH1B2 inh	PAD4 inh	PREPL inh	pPAFAH inh	PAFAH1B3 inh
COc1ccc(C(=O)Cn2c(=O)c(CCC(=O)O)nn3c4ccccc4nc23)cc1OC	5	-1	5	-3	-1	1	17	-3	-2
Cc1sc(NC(=O)CCl)c(C(=O)c2ccccc2)c1C	74*	-3	3	1	8	0	-3	13	3

Next part.
SMILES | GSTO1 inh | LYPLA1 counter | LYPLA2 counter | PAFAH2 FP inh | PAFAH1B2 inh | PAD4 inh | PREPL inh | pPAFAH inh | PAFAH1B3 inh
O=S(=O)(c1cccc(Cl)c1Cl)N1CCCCC1 | 8 | 1 | -4 | 7 | 4 | -2 | 0 | -2 | 7
CC(=O)N1c2ccccc2S(=O)(=O)c2ccccc21 | -3 | -1 | -10 | 5 | 7 | -1 | 8 | -2 | -2
O=C(COc1cccc(NC(=O)c2ccccc2)c1)c1ccc(F)cc1 | -4 | -4 | -10 | 3 | 0 | 6 | -36 | -2 | 7
CCOc1ccc(OCCCC(=O)ON=C(N)c2ccccc2C)cc1 | nt | -3 | -3 | 4 | 6 | 5 | 4 | 2 | 10
CCOC(=O)N1CCN(Cc2nnc(-c3ccccc3C)o2)CC1 | 6 | 0 | 4 | -2 | 2 | 2 | 11 | -3 | 1
COc1ccc(Nc2cc(C)nc3ncnn23)cc1Cl | 4 | -2 | 2 | 0 | 3 | 1 | 23 | 4 | 6
O=C(O)CSCC(=O)N(c1ccccc1)c1ccccc1 | 5 | 0 | -3 | -4 | 19 | -4 | -2 | -1 | 5
CCN1CCC2(CC1)Oc1c(OC)cccc1C1CC(c3cccnc3)=NN12 (stereo unspecified) | -1 | -2 | -9 | nt | nt | -2 | 1 | 3 | nt
O=C(Nc1nccs1)C1CCCN1S(=O)(=O)c1ccc(F)cc1 (stereo unspecified) | -8 | -4 | -8 | 5 | 3 | -3 | 3 | -6 | 7
CC(C)(C)NC(=O)/C=C/c1ccc(C(F)(F)F)cc1 | -2 | 0 | -7 | 6 | -1 | 2 | 12 | -5 | 4
C=CCOc1ccc(CN(C)CC(=O)N(CC(C)C)c2c(N)n(CC(C)C)c(=O)[nH]c2=O)cc1 | 2 | 0 | 5 | 3 | 4 | -6 | 8 | 3 | 6
CCCCCCc1nnc(N)s1 | -3 | -1 | 4 | 3 | 1 | 0 | 1 | 2 | 19
CC(C)Nc1nc(Oc2ccc(=O)n(-c3ccccc3)n2)nc(N(C)C)n1 | 4 | 2 | 2 | 4 | -2 | -5 | 3 | 6 | 2
CCc1sc(C(=O)Nc2ccc3nc(C)sc3c2)cc1C | nt | nt | nt | -6 | 4 | -3 | -5 | -2 | -4
Cn1c(Oc2ccc(Cl)cc2)c(C=O)c2ccccc21 | -7 | -2 | 5 | 2 | 5 | 0 | -8 | 3 | -7
COC(=O)Cc1nc2ccccc2[nH]1 | 10 | -7 | -4 | 2 | -5 | -4 | 47* | 18 | 4
COc1ccc(Nc2nc(Cl)nc(Nc3ccc(OC)cc3OC)n2)c(OC)c1 | 4 | -6 | -2 | nt | nt | 9 | 19 | 7 | nt
Cn1c(CN2CCCCC2)nc2cc(NC(=O)c3ccccc3)ccc21 | 5 | -1 | 1 | 1 | 2 | 4 | 12 | 3 | 2
COC(=O)C(C)Oc1ccc(-c2nccc(-c3cccs3)n2)cc1 (stereo unspecified) | 5 | -4 | 2 | 4 | 5 | -2 | -9 | 6 | 14
Cn1c(SCC(=O)N2CCc3ccccc32)nnc1-c1ccc(S(=O)(=O)N2CCCC2)cc1 | 4 | 0 | 4 | 6 | -4 | -4 | 9 | 7 | 15
CC1CCCCN1CCCNC(=O)c1nn(C)c2c1CSc1ccccc1-2 (stereo unspecified) | 5 | -1 | 0 | -7 | 6 | -5 | -4 | 3 | 1
CC1(c2ccc3ccccc3c2)NC(=O)N(CC(N)=O)C1=O (stereo unspecified) | 5 | -2 | -1 | -1 | -2 | -2 | 8 | 1 | 7
O=C(COC(=O)CSc1ccc2ccccc2c1Br)NC1CC1 | 1 | -4 | -4 | 1 | 4 | -1 | 1 | 8 | 0
COc1ccc(NC(=O)C2CC2)cc1OC1CCCC1 | 1 | 0 | 0 | -9 | 6 | 3 | 16 | 5 | 7
O=C(Cc1ccccc1F)Nc1nc(-c2ccc(F)c(F)c2)cs1 | 2 | -22 | -34 | -18 | 6 | 1 | -50 | -9 | 6
COc1ccc(C(=O)NCC(=O)OCc2ccc(Br)cc2)cc1 | 5 | -5 | 0 | 1 | -1 | -1 | -14 | 3 | 1
Cc1c(OCC(=O)Nc2cccnc2)ccc2c3c(c(=O)oc12)CCC3 | 0 | 4 | 7 | 10 | 0 | -7 | 2 | 5 | 7
Cc1ccc(CN2CCN(C(=O)CCC(=O)Nc3nnc(C(C)C)s3)CC2)c(C)c1 | 4 | 4 | 12 | -5 | 1 | -5 | 11 | 2 | 9
CCCn1c2ccccc2c2cnn(CC(=O)O)c(=O)c21 | 2 | 1 | 2 | 3 | 5 | 6 | 5 | 1 | 2
S=C(NCc1cccnc1)Nc1cc(Cl)cc(Cl)c1 | 0 | -6 | -2 | 0 | -3 | 4 | -42 | -4 | -2
CCC(C)(C)NC(=O)c1ccc(Sc2nncn2C)c([N+](=O)[O-])c1 | 16 | 0 | 6 | 7 | 0 | -1 | 0 | -1 | -4
Cc1c(C(=O)N2CCCC(C)C2)sc2ncnc(N3CCCCC3C)c12 (stereo unspecified) | 9 | -2 | 0 | 9 | 3 | -1 | 8 | 4 | 0
CO/N=C\Cc1oc(=O)c(NC(=O)c2ccccc2)cc1C(=O)OC | -4 | 1 | 5 | 10 | -3 | -3 | 16 | 2 | 3
